Bcl-2 Bim block: disrupts Bim peptide binding to human Bcl-2. inhibition, % at 10 µM. AID 950. Bead-based flow cytometry, Bim peptide-Bcl-2 binding. P10415. 0.06% of 190,000 active; in the data active = inhibition above about 40%;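 note: 0% = no compound wells with probe peptide and 100% = reference peptide inhibitor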
Target sequence (P10415 whole entry, looked up): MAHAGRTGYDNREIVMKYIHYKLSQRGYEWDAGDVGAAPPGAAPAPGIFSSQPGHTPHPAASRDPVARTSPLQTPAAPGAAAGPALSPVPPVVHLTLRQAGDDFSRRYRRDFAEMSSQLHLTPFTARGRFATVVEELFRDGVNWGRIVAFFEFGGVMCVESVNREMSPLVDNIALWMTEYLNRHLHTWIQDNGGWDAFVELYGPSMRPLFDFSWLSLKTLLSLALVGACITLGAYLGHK
Cdc42 wt GTP: modulators (inhibitors or activators) of GTP binding to human Cdc42 wildtype; GST-Cdc42 beads, Bodipy-GTP binding, flow cytometry; actives lie on both sides; percent activity (GTP binding), % at 10 µM; 0.2% of 190,000 active;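 active = percent activity GTP binding at least 20 points away from the 100% baseline, either down as inhibitor or up as activator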;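 note: median bead fluorescence of bound Bodipy-FL-GTP at 100 nM; 0% = excess unlabeled GTP control and 100% = no compound control; below 100% means less GTP binding so inhibitor and above means activator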
Target sequence (P60953 whole entry, looked up): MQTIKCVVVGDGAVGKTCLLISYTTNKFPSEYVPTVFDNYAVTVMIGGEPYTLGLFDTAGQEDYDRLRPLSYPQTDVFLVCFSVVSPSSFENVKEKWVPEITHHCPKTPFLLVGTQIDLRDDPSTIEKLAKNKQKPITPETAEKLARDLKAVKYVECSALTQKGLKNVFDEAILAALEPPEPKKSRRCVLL
Rac1 act GTP bind: alters GTP binding to activated mutant human Rac1; GST-Rac1 activated beads, fluorescent GTP binding, flow cytometry; actives lie on both sides; 100% means binding = to untreated wells; percent activity (GTP binding), % at 10 µM; 0.11% of 190,000 active; AID 764;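 active = GTP binding at least 20 percentage points away from the 100% baseline, in either direction, so actives lie on both sides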
Rab7 wt modul: modulators of GTP binding to dog Rab7 wildtype GTPase | GST-Rab7 beads, fluorescent GTP binding, flow cytometry; actives lie on both sides; untreated = 100%, excess cold GTP = 0% | GTP binding activity (percent of control), % at 10 µM | 0.055% of 190,000 active | AID 758;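 active = fluorescent GTP binding to Rab7 beads changed by at least 20 points from the 100% baseline, either direction, mostly lower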;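 note: median green fluorescence of bound Bodipy-FL-GTP per Rab7 bead population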
Rac1 wt GTP bind: modulators of human Rac1 wildtype GTP binding. P63000. GST-Rac1 beads, fluorescent GTP binding, flow cytometry; actives lie on both sides; 0 = cold GTP competed, 100 = untreated. GTP binding activity (% of control), % at 10 µM. 0.27% of 190,000 active;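 active = GTP binding activity at least 20 points away from the 100% control level, either lower or higher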
HRas wt GTP bind: human HRas wildtype GTP binding, change in either direction; GST-Ras wt beads, Bodipy-FL-GTP binding, flow cytometry; actives lie on both sides; GTP binding activity, % at 10 µM; P01112; 0.14% of 190,000 active; AID 759;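 active = GTP binding activity at least 20% away from the 100% baseline, either lowered as inhibitor or raised as activator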;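 note: 0% = unlabeled GTP competition control and 100% = no-compound control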
Bcl-B Bim block: inhibitors of Bim-Bcl-B interaction, human | AID 951 | inhibition, % at 10 µM | 0.073% of 190,000 active | bead-based flow cytometry, Bim peptide-Bcl-B binding | Q9HD36;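 note: 0% = tracer peptide without compound and 100% = reference inhibitor peptide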
Target sequence (Q9HD36 whole entry, looked up): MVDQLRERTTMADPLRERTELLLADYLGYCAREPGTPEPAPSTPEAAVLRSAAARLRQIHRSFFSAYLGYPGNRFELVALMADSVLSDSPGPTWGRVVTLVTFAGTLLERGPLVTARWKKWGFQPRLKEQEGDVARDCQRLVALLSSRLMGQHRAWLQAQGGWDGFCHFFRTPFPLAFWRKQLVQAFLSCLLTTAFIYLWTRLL
Bim-Bcl-XL: inhibitors of Bim-Bcl-XL interaction, human. AID 1007. Bim peptide-Bcl-XL binding, bead flow cytometry, fluorescence. 0.04% of 190,000 active. inhibition, % at 10 µM. Q07817
Target sequence (Q07817 whole entry, looked up): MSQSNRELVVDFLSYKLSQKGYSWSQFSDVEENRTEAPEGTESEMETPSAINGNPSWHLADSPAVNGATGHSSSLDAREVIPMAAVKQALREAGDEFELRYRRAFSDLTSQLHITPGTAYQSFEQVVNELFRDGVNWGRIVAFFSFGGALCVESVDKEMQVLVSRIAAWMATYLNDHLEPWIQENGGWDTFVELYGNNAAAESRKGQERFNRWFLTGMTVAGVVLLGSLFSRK
Bim-Bfl-1: disrupts Bim binding to human Bfl-1; Q16548; Bead-based flow cytometry, Bim-Bfl-1 binding inhibition; inhibition, % at 10 µM; AID 1008; 0.12% of 190,000 active;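 note: 0% = wells without compound plus tracer and 100% = blocker peptide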
Bcl-W Bim block: human Bim-Bcl-W interaction inhibition; 0.02% of 190,000 active; inhibition, % at 10 µM; Q92843; AID 952; bead-based flow cytometry, Bim peptide-Bcl-W binding;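 note: 0% = bound tracer without compound and 100% = peptide blocker; higher means less fluorescent Bim peptide bound to Bcl-W beads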
Rab2 wt GTP: changes GTP binding to wildtype dog Rab2A, up or down. P61105. GST-Rab2 wt beads, Bodipy-GTP binding, flow cytometry. GTP binding activity, % at 10 µM. 0.19% of 190,000 active;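 active = GTP binding activity at least 20 points away from 100%, either lowered or raised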;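 note: 0% = beads with excess unlabeled GTP and 100% = no-compound control corrected for plate trend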
Active calls of the source: *. Cut-off read from the data, not from the text of the source, unless noted: active = inhibition above about 40%.

SMILES	Bcl-2 Bim block	Cdc42 wt GTP	Rac1 act GTP bind	Rab7 wt modul	Rac1 wt GTP bind	HRas wt GTP bind	Bcl-B Bim block	Bim-Bcl-XL	Bim-Bfl-1	Bcl-W Bim block	Rab2 wt GTP
CCCCNC(=S)NNC(=O)c1cc(C)on1	-2.0	107.0	102.0	102.0	103.0	106.0	-2.0	0.0	0.0	0.0	107.0
COC(=O)CNC(=O)COC(=O)Cc1ccc(Cl)cc1	-2.0	93.0	93.0	98.0	95.0	97.0	-2.0	0.0	-4.0	1.0	100.0
OCCN(CCO)CC(O)COCCC12CC3CC(CC(C3)C1)C2 (stereo not given)	-14.0	99.0	97.0	99.0	100.0	98.0	-11.0	-17.0	-17.0	-2.0	96.0
COC(=O)/C(C#N)=C1/SC=C(C)N1c1ccccc1	-13.0	104.0	100.0	102.0	102.0	104.0	-12.0	-11.0	-15.0	-2.0	103.0
CCOC(=O)N1CCN(Cc2nc(-c3cccc(C)c3)no2)CC1	0.0	99.0	98.0	97.0	99.0	97.0	-2.0	-2.0	-10.0	5.0	95.0
NNc1nc2c(-c3ccc(Cl)cc3)nnn2c2ccccc12	-5.0	90.0	93.0	93.0	92.0	92.0	-4.0	-2.0	-1.0	0.0	90.0
CC(C)COC(=O)Cn1cnc2ccc(Br)cc2c1=O	-7.0	100.0	96.0	104.0	108.0	102.0	-11.0	-11.0	-14.0	-6.0	102.0
COc1ccc(C2CC(=O)C3=C(C2)Nc2ccccc2N(C(C)=O)C3c2ccco2)cc1 (stereo not given)	1.0	100.0	97.0	92.0	99.0	97.0	1.0	-2.0	2.0	-7.0	95.0
O=C(COC(=O)c1cccc(Br)c1)NCCc1ccc(F)cc1	-1.0	93.0	97.0	99.0	99.0	99.0	-3.0	-3.0	0.0	0.0	93.0
COc1ccc(NC(=O)CSc2nc3ccccc3c(=O)n2CCCN2CCCCC2)c(OC)c1	0.0	112.0	107.0	101.0	116.0	107.0	0.0	-1.0	-2.0	1.0	103.0
CCOC(=O)CSc1cc(CS(=O)(=O)c2ccccc2)nc(-c2ccccc2)n1	-3.0	96.0	94.0	97.0	96.0	96.0	-3.0	-2.0	0.0	-2.0	95.0
O=C(O)[C@H](Cc1ccccc1)NC(=O)C(c1ccccc1)(c1ccccc1)c1ccccc1	-5.0	93.0	92.0	101.0	96.0	96.0	-4.0	-7.0	-5.0	-2.0	95.0
O=C(/C=C/c1ccc(S(=O)(=O)N2CCOCC2)cc1)N1CCN(c2ccccc2)CC1	-8.0	94.0	96.0	91.0	95.0	96.0	-2.0	0.0	-10.0	-1.0	95.0
Cc1ccc(/C=C2/SC(=S)N(CC(=O)Nc3ncc(Cc4ccc(C)cc4)s3)C2=O)cc1	-3.0	104.0	100.0	104.0	105.0	103.0	-2.0	-2.0	-7.0	2.0	103.0
COc1ccc(CCNC(=O)CSc2nnnn2-c2ccc(OC)c(OC)c2)cc1OC	-2.0	99.0	98.0	105.0	101.0	99.0	-6.0	-4.0	-4.0	-3.0	102.0
COc1cccc(NC(=O)c2cc(-c3cccnc3)nc3c(Cl)cccc23)c1	-4.0	98.0	100.0	102.0	102.0	98.0	0.0	1.0	0.0	-2.0	99.0
Cc1ccc(S(=O)(=O)N2CCCC2C(=O)O)s1 (stereo not given)	-3.0	99.0	96.0	95.0	94.0	100.0	0.0	2.0	-2.0	3.0	102.0
CCOc1ccc(CCN2C(=O)C3C4C=CC(C4)C3C2=O)cc1OCC (stereo not given)	2.0	100.0	98.0	98.0	101.0	98.0	-1.0	0.0	-2.0	-1.0	98.0
Cc1c(Br)c([N+](=O)[O-])nn1C(C)C(=O)NCc1ccco1 (stereo not given)	4.0	102.0	99.0	99.0	104.0	100.0	6.0	2.0	7.0	9.0	96.0
CC(C)CCOc1ccc(C(=O)CCNC(C)C(=O)O)cc1 (stereo not given)	-3.0	81.0	88.0	94.0	87.0	90.0	-8.0	-6.0	-1.0	-2.0	89.0
CC(C)C(=O)Nc1cccc(NC(=O)c2cccc([N+](=O)[O-])c2)c1	0.0	102.0	98.0	97.0	97.0	101.0	0.0	0.0	0.0	0.0	101.0
CC(C)(C)C1CCc2onc(C(=O)O)c2C1 (stereo not given)	-4.0	94.0	95.0	97.0	100.0	96.0	0.0	-1.0	-5.0	0.0	95.0
CN(CC(O)COC(c1ccccc1)c1ccccc1)C1CCCCC1 (stereo not given)	2.0	95.0	96.0	100.0	97.0	97.0	-1.0	-1.0	-1.0	2.0	96.0
CN(C(=O)COc1cc(=O)n(C)c2ccccc12)c1ccc(Br)cc1	-5.0	97.0	97.0	98.0	97.0	98.0	-8.0	-2.0	-7.0	0.0	98.0
COc1ccc(/C=C/C(=O)Nc2ccc(C34CC5CC(CC(O)(C5)C3)C4)cc2)cc1OC	2.0	97.0	98.0	95.0	104.0	100.0	2.0	-1.0	-1.0	1.0	99.0
Other results:
SMILES	Bcl-2 Bim block	Cdc42 wt GTP	Rac1 act GTP bind	Rab7 wt modul	Rac1 wt GTP bind	HRas wt GTP bind	Bcl-B Bim block	Bim-Bcl-XL	Bim-Bfl-1	Bcl-W Bim block	Rab2 wt GTP
CCN(CC)C(=S)Nc1c(C)n(C)n(-c2ccccc2)c1=O	-3.0	98.0	96.0	98.0	99.0	96.0	-1.0	1.0	5.0	1.0	96.0
CCOc1ccc(C(C)=O)cc1Cn1nc(C(=O)O)c2ccccc2c1=O	-11.0	95.0	96.0	105.0	100.0	97.0	-5.0	-1.0	-12.0	0.0	98.0
O=C(NCCN1CCOCC1)c1ccc2ccccc2c1	0.0	102.0	99.0	102.0	102.0	102.0	0.0	0.0	-4.0	0.0	104.0
Cc1cc(C)n(-c2ccc(C(=O)N3CC(C)OC(C)C3)cc2)n1 (stereo not given)	-5.0	98.0	95.0	107.0	100.0	103.0	-1.0	0.0	-2.0	0.0	101.0
Cc1[nH]nc2c1C(c1ccsc1)C1=C(CC(C)(C)CC1=O)N2 (stereo not given)	-4.0	97.0	96.0	97.0	99.0	96.0	-3.0	-2.0	-8.0	-4.0	97.0
O=S(=O)(c1ccc2ccccc2c1)N(CC(O)CN1CCOCC1)c1ccccc1 (stereo not given)	-11.0	98.0	100.0	98.0	99.0	99.0	-9.0	-12.0	-20.0	0.0	99.0
COc1ccc(NC(C)C(=O)N/N=C/c2ccccc2OCc2ccc(Br)cc2)cc1 (stereo not given)	0.0	102.0	99.0	100.0	102.0	102.0	-3.0	0.0	-6.0	3.0	100.0
COc1cc(/C=N/NC(=O)c2ccc(CN3c4cccc5cccc(c45)S3(=O)=O)cc2)cc(OC)c1O	0.0	94.0	95.0	108.0	96.0	95.0	-3.0	3.0	-2.0	3.0	94.0
CC(C)Cc1cc(CN2CCC(CO)(Cc3cccc(C(F)(F)F)c3)CC2)[nH]n1	-2.0	100.0	95.0	96.0	99.0	95.0	-7.0	-7.0	-5.0	-2.0	96.0
O=C(Nc1ccc2c(c1)CCC2)C1COc2ccccc2O1 (stereo not given)	-1.0	102.0	102.0	99.0	107.0	101.0	-1.0	-9.0	-1.0	0.0	102.0
CCC(C)NC(=O)c1c(-c2cc(Cl)c(OC)c(Cl)c2)noc1C (stereo not given)	-2.0	97.0	96.0	102.0	100.0	99.0	-8.0	-7.0	-3.0	-3.0	100.0
O=C(CN1C(=O)c2cccnc2C1=O)c1ccccc1	12.0	94.0	93.0	95.0	97.0	96.0	5.0	3.0	8.0	4.0	94.0
Cc1ccc(-c2[nH]nc3c2C(c2ccc(OC(=O)N4CCOCC4)cc2)C(C#N)=C(N)O3)cc1 (stereo not given)	-5.0	98.0	95.0	99.0	97.0	98.0	-9.0	-4.0	-12.0	-2.0	99.0
O=[N+]([O-])c1ccc(F)cc1Oc1nc(-c2cccnc2)nc2ccccc12	-3.0	94.0	93.0	106.0	92.0	96.0	-2.0	1.0	-5.0	1.0	98.0
O=c1cnnc(Nc2ccc(F)cc2)[nH]1	-4.0	98.0	96.0	99.0	102.0	98.0	-3.0	-4.0	-6.0	0.0	97.0
O=C(Nc1ccn(Cc2ccccc2)n1)c1ccc(F)cc1	-1.0	101.0	96.0	106.0	103.0	97.0	-3.0	-1.0	-6.0	0.0	97.0
O=C(CNC(=O)c1ccc(Br)o1)OCC(=O)c1cccc([N+](=O)[O-])c1	-3.0	97.0	95.0	95.0	98.0	94.0	0.0	-3.0	-4.0	-2.0	94.0

Entries listed so far with four or more nitrogen atoms:
SMILES	Bcl-2 Bim block	Cdc42 wt GTP	Rac1 act GTP bind	Rab7 wt modul	Rac1 wt GTP bind	HRas wt GTP bind	Bcl-B Bim block	Bim-Bcl-XL	Bim-Bfl-1	Bcl-W Bim block	Rab2 wt GTP
CCCCNC(=S)NNC(=O)c1cc(C)on1	-2.0	107.0	102.0	102.0	103.0	106.0	-2.0	0.0	0.0	0.0	107.0
CCOC(=O)N1CCN(Cc2nc(-c3cccc(C)c3)no2)CC1	0.0	99.0	98.0	97.0	99.0	97.0	-2.0	-2.0	-10.0	5.0	95.0
NNc1nc2c(-c3ccc(Cl)cc3)nnn2c2ccccc12	-5.0	90.0	93.0	93.0	92.0	92.0	-4.0	-2.0	-1.0	0.0	90.0
COc1ccc(NC(=O)CSc2nc3ccccc3c(=O)n2CCCN2CCCCC2)c(OC)c1	0.0	112.0	107.0	101.0	116.0	107.0	0.0	-1.0	-2.0	1.0	103.0
COc1ccc(CCNC(=O)CSc2nnnn2-c2ccc(OC)c(OC)c2)cc1OC	-2.0	99.0	98.0	105.0	101.0	99.0	-6.0	-4.0	-4.0	-3.0	102.0
Cc1c(Br)c([N+](=O)[O-])nn1C(C)C(=O)NCc1ccco1 (stereo not given)	4.0	102.0	99.0	99.0	104.0	100.0	6.0	2.0	7.0	9.0	96.0
CCN(CC)C(=S)Nc1c(C)n(C)n(-c2ccccc2)c1=O	-3.0	98.0	96.0	98.0	99.0	96.0	-1.0	1.0	5.0	1.0	96.0
Cc1ccc(-c2[nH]nc3c2C(c2ccc(OC(=O)N4CCOCC4)cc2)C(C#N)=C(N)O3)cc1 (stereo not given)	-5.0	98.0	95.0	99.0	97.0	98.0	-9.0	-4.0	-12.0	-2.0	99.0
O=[N+]([O-])c1ccc(F)cc1Oc1nc(-c2cccnc2)nc2ccccc12	-3.0	94.0	93.0	106.0	92.0	96.0	-2.0	1.0	-5.0	1.0	98.0
O=c1cnnc(Nc2ccc(F)cc2)[nH]1	-4.0	98.0	96.0	99.0	102.0	98.0	-3.0	-4.0	-6.0	0.0	97.0

Screening results from PubChem BioAssay.
